High-throughput results: PubChem, Broad Institute
RAD52 inh: RAD52 DNA annealing inhibitors, primary screen, biochemical, FRET, single point, set 2; hit rate 0.46% among 360,000; recombinant RAD52 DNA annealing, FRET fluorescence; AID 651710, 2012; inhibition, % at 18.7 µM;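 active means every replicate showing at least 50% inhibition; inconclusive means mean inhibition at least 50% but not in every replicate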
ERp5 inh: inhibitors of ERp5-driven insulin aggregation, primary screen, biochemical, turbidity, absorbance 650 nm, single point. inhibition, % at 9.99 µM. AID 651711, 2012. hit rate 0.05% among 350,000. 90 min. Protein disulfide-isomerase A6 (Homo sapiens), Q15084;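 active means mean replicate inhibition above about 25%, with every replicate also reaching it, limit read from the data, passing the limit was not always enough; inconclusive means only one of those two criteria met; inactive means neither criterion met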
Target sequence (Q15084 whole entry, looked up): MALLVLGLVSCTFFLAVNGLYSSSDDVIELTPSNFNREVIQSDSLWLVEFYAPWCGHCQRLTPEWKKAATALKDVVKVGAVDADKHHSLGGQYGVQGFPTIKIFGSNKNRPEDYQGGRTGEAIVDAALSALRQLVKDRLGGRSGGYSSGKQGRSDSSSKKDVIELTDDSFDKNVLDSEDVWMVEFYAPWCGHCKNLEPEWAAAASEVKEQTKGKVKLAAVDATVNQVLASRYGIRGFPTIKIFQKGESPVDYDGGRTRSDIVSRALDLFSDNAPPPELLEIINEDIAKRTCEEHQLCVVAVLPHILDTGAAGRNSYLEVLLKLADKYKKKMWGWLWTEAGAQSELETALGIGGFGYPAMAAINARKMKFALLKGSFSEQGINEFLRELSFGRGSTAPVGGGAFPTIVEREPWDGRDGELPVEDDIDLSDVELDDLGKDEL
E-selectin induc: E-selectin induction in HUVECs, primary screen, imaging, HUVEC, immunofluorescence imaging, single point; P16581; normalized: neutral wells 0, TNF-alpha wells 100; activation, % at 7.58 µM; hit rate 0.37% among 260,000;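 active means mean E-selectin-positive cell signal at least 10% of the positive control, reached in at least 60% of replicates, without over 20% cell loss; inconclusive means no rule given, readout overlaps actives, possibly toxicity-flagged; inactive means the rest, including those meeting only one limit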;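 further: in these data hits start at about 27%; measured in HUVEC primary endothelial cells; signal is the percent of cells scored E-selectin positive by PE staining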
Target sequence (P16581 whole entry, looked up): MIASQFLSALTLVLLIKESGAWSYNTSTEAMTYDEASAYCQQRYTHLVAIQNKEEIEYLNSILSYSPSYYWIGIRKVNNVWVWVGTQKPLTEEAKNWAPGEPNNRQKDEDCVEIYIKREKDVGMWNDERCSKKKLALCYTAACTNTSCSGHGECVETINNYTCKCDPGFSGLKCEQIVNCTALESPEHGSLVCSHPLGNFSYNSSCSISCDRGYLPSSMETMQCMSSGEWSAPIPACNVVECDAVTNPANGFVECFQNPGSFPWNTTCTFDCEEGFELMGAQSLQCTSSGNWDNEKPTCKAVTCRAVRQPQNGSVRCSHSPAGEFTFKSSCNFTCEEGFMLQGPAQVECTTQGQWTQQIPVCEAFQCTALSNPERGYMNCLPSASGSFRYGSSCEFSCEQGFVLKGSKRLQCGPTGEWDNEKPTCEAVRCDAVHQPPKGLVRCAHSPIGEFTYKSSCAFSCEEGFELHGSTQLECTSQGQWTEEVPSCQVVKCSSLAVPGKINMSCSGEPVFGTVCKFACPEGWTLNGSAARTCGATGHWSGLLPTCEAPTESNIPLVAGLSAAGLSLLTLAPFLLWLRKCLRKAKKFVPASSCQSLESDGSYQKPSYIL
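Test system: HUVEC | Signal: Immunofluorescence imaging | Read-out: Percent E-selectin-positive cells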
S100A4 MyoIIA: inhibitors of S100A4-myosin IIA peptide binding, primary screen, biochemical, fluorescence polarization, TAMRA-MyoIIA peptide. hit rate 0.14% among 360,000. inhibition, % at 10.7 µM. Protein S100-A4 (Homo sapiens), P26447. AID 652163, 2013;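 active means mean inhibition of at least 70% across replicates, with every replicate also reaching that level; inconclusive means mean inhibition reaches 70% but some replicates fall short; inactive means mean inhibition below 70%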
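Material: human S100A4 monomer with TAMRA-labelled myosin IIA peptide; buffer or medium: HEPES pH 7.2 with CaCl2, KCl, NaCl, DTT, Triton; compound dosing: one concentration per compound; schedule: 5 min incubation before reading; benchmarks: neutral control DMSO, positive control TFP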
XiGFP reactiv: activators of inactive X chromosome reactivation, primary screen, imaging, XiGFP fibroblasts, GFP high-content imaging, set 2. XiGFP mouse fibroblasts, % GFP-positive cells imaging, 3 d; cells co-treated with 5-aza-dC sensitizer; scaled so ellipticine positive control = 100%. activation, % at 7.58 µM. hit rate 0.055% among 360,000. AID 743238, 2013;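 active means mean normalized replicate activation at least 10% and every replicate at or above 10%; inconclusive means only one of the two criteria met; inactive means mean below 10% and not all replicates reach 10%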;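 further: 0% = median of on-plate neutral control wells and 100% = ellipticine 6 µM median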
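material = 68-5-11 XiGFP fibroblast line | medium = DMEM plus 5-aza-dC sensitizer | schedule = 3 days compound exposure | benchmarks = positive control ellipticine, 6 µM final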
esBAF inh: Bmi1 luciferase reporter increase in mESCs, primary screen, esBAF inhibitor project, mouse ES cells, Bmi1 luciferase knock-in, single point; 24 h; 100% = twice the neutral-well signal; reporter increase, % at 12.5 µM; hit rate 2% among 350,000; in the data active means activation above about 40%; inconclusive means no clear call, values can overlap the other calls;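 further: 0% = median of the plate's neutral control wells and 100% = double that signal; a rise in the Bmi1 reporter signal indicates esBAF inhibition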
ERAP1 inh: human ERAP1 aminopeptidase inhibitors, primary screen, biochemical, single point, plate reader | inhibition, % at 10.7 µM | hit rate 0.15% among 340,000 | recombinant ERAP1, Leu-AMC fluorescence, 60 min | Endoplasmic reticulum aminopeptidase 1 (Homo sapiens), Q9NZ08;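 active means mean replicate inhibition of at least 30%, or all replicates individually reaching that 30% level; inactive means mean below 30% and not every replicate reaching it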;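 further: 0% = neutral control wells and 100% = L-leucinethiol positive control wells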
RAD54 inh: inhibitors of human RAD54 branch migration, primary screen, biochemical, fluorescence, single point. inhibition, % at 10.4 µM. hit rate 0.14% among 360,000. RAD54 Holliday junction branch migration, FAM/BHQ fluorescence;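 active means mean normalized replicate activity at least 40 and at least half of replicates scoring 40 or more; inconclusive means only one of the two criteria met; inactive means mean below 40 and under half of replicates reaching 40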;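 further: 0% = median of neutral control wells and 100% = median of positive control wells; inhibitors cause a drop in the FAM fluorescence signal; in these data hits start at about 50%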
The depositor's hits bear a star; ? = inconclusive; · = not tested or not shown; + = active, no number; & = joins results of further samples. Rows are unselected; any-hit rate near 2.5%.

Molecule,RAD52 inh,ERp5 inh,E-selectin induc,RAD54 inh,esBAF inh,XiGFP reactiv,S100A4 MyoIIA,ERAP1 inh
C[C@@H]1CN([C@@H](C)CO)C(=O)c2cc(NC(=O)C3CCCCC3)ccc2O[C@@H](C)CCCCO[C@H]1CN(C)C(=O)CCC(F)(F)F,2,8,0.1,3,8,0.0,2,-1
COc1ccc(CCNC(=O)COC(=O)c2cncc(Br)c2)cc1OC,-4,9,0.6,-6,-6,-0.1,-1,-2
O=C(C[C@@H]1CC[C@@H]2NC[C@H](O)COC[C@H]2O1)NC1Cc2ccccc2C1,9,-2,0.0,11,-4,0.0,7,0
COC(=O)C[C@H]1C[C@@H]2c3cc(NC(=O)Nc4ccc(F)cc4)ccc3O[C@@H]2[C@H](CO)O1,·,·,0.4,5,3,-0.1,·,·
O=C(Nc1nnc(C2=COCCO2)o1)C1CCCCC1,-3,-3,0.3,4,-4,0.0,2,-2
COc1ccc(-c2cc(=O)c3c(OC)c(OC)c(OC)c(OC)c3o2)cc1OC,-2,-3,0.0,6,1,0.0,1,2
C[C@H]1CN([C@@H](C)CO)C(=O)Cc2cc(NC(=O)Nc3ccc(F)cc3)ccc2O[C@H]1CN(C)C(=O)Nc1ccc(F)cc1,4,-3,0.7,-1,-3,0.3,7,3
O=C1/C(=C/c2ccccn2)SC(=S)N1Nc1ncc(C(F)(F)F)cc1Cl,-4,-12,0.2,·,·,0.0,0,2
O=C(CCN1C(=O)c2ccccc2S1(=O)=O)Nc1ccc(F)c(F)c1F,-3,2,-0.1,2,3,0.1,-1,-1
CCCCNC(=S)Nc1ccc(C(F)(F)F)cc1,-2,-1,0.3,-9,14,0.1,-5,5
C[C@H]1CN([C@@H](C)CO)C(=O)c2cccc(NC(=O)c3nc4ccccc4s3)c2O[C@@H]1CN(C)S(C)(=O)=O,-17,5,·,5,3,0.3,-13,-2
CCOCCCNC(=O)c1ccc(NC(=O)C2=CSCCO2)cc1,-8,1,·,6,10,0.1,-8,1
COC(=O)c1ccccc1NC(=S)N1CCN(c2ccc(OC)cc2)CC1,-3,0,-1.6,·,5,-0.2,-1,·
O=C(C[C@H]1C=C[C@H](NC(=O)Nc2ccc3c(c2)OCO3)[C@H](CO)O1)NCCCN1CCOCC1,-2,2,-0.1,1,-3,0.4,-25,3
COCC(=O)N1[C@H](CO)[C@@H](c2ccccc2)C12CN(Cc1cc(F)ccc1F)C2,-48,11,0.3,·,·,0.1,-6,0
COCCCNC(=O)[C@H](Cc1c[nH]c2ccccc12)NC(=O)OCc1ccccc1,-3,2,0.0,0,-4,0.0,4,4
CCn1c(SCC(=O)NC(=O)NC(C)(C)C)nc2ccccc21,-2,-1,·,·,-3,0.2,1,16
O=C(O)CSc1nnc(COc2ccc([N+](=O)[O-])cc2)n1-c1ccccc1,-9,8,-1.1,-5,-1,-0.1,2,0
COc1cc(NC(=O)c2cccc(C)c2)ccc1NC(=O)c1cc2ccccc2o1,-6,2,0.3,-7,1,0.4,-2,6
CCCN1C[C@H](C)[C@H](OC)CN(C)C(=O)c2ccc(NS(=O)(=O)c3ccccc3)cc2OC[C@H]1C,10,3,0.0,-2,3,0.1,2,-4

7 entries already listed, arranged by molar mass, descending:
Molecule,RAD52 inh,ERp5 inh,E-selectin induc,RAD54 inh,esBAF inh,XiGFP reactiv,S100A4 MyoIIA,ERAP1 inh
CCCN1C[C@H](C)[C@H](OC)CN(C)C(=O)c2ccc(NS(=O)(=O)c3ccccc3)cc2OC[C@H]1C,10,3,0.0,-2,3,0.1,2,-4
O=C1/C(=C/c2ccccn2)SC(=S)N1Nc1ncc(C(F)(F)F)cc1Cl,-4,-12,0.2,·,·,0.0,0,2
COc1cc(NC(=O)c2cccc(C)c2)ccc1NC(=O)c1cc2ccccc2o1,-6,2,0.3,-7,1,0.4,-2,6
O=C(C[C@@H]1CC[C@@H]2NC[C@H](O)COC[C@H]2O1)NC1Cc2ccccc2C1,9,-2,0.0,11,-4,0.0,7,0
CCOCCCNC(=O)c1ccc(NC(=O)C2=CSCCO2)cc1,-8,1,·,6,10,0.1,-8,1
CCn1c(SCC(=O)NC(=O)NC(C)(C)C)nc2ccccc21,-2,-1,·,·,-3,0.2,1,16
CCCCNC(=S)Nc1ccc(C(F)(F)F)cc1,-2,-1,0.3,-9,14,0.1,-5,5

More records follow:
Molecule,RAD52 inh,ERp5 inh,E-selectin induc,RAD54 inh,esBAF inh,XiGFP reactiv,S100A4 MyoIIA,ERAP1 inh
O=C(NN=Cc1ccccc1OC(F)F)c1cccc(S(=O)(=O)N2CCCC2)c1,0,0,-0.3,1,-2,0.2,-10,1
O=C(Oc1ccc2c3c(c(=O)oc2c1)CCC3)c1ccco1,-11,1,·,-8,0,·,-3,-8
CC(=O)Oc1ccc(-c2csc(Nc3ccccn3)n2)cc1,-2,8,0.6,15,33,0.1,11,-3
CC(C)NC(=O)Nc1ccc2c(c1)CC(=O)N([C@@H](C)CO)C[C@@H](C)[C@H](CN(C)C(=O)Nc1ccc3c(c1)OCO3)O2,1,5,1.1,2,-12,-0.5,-2,-3
Cc1cc(C(F)F)n2ncc(C(=O)O)c2n1,-15,?,·,1,-3,·,-2,0
CSc1ccc(S(=O)(=O)NCC(=O)OCC(=O)N(Cc2ccccc2)C(C)C)cc1[N+](=O)[O-],-14,-2,-0.6,·,·,0.5,3,2
O=C(c1ccncc1)N1CC(=O)N2[C@H](CO)[C@H](c3ccc(-c4cccnc4)cc3)[C@H]2C1,-12,13,0.2,·,·,0.0,-26,1
COc1ccc(CN2[C@H](CO)[C@@H]3c4ccccc4N(C(=O)c4ccccc4)C[C@@H]32)cc1,0,0,-0.1,-6,-2,0.1,-2,-2
Cc1ccc(OCCOC(=O)c2sc(=S)n(C)c2C)cc1,-5,1,·,2,-4,0.0,-3,-3
Cc1cc(OCCCN2CCCC2)ccc1Cl,-1,5,·,-9,5,0.0,-4,-1
CC(C)C(=O)Nc1cccc(NC(=O)c2cccc(Br)c2)c1,-10,3,·,·,·,-0.1,-3,-3
COc1ccc(-c2cc(C(=O)N3CCN(S(=O)(=O)c4ccc(C)cc4)CC3)[nH]n2)cc1,-12,-8,-0.1,-5,9,0.1,-1,·
Cc1nn(Cc2ccc(F)cc2)c(Cl)c1/C=N/NC(=O)c1cccnc1,-10,-3,0.0,-1,·,0.0,6,-1
COc1ccccc1-c1cnc2c(c1)C(=O)N([C@H](C)CO)C[C@H](C)[C@H](CN(C)C)O2,3,-10,-0.6,2,-1,-0.1,12,0
Cc1ccc(NC(=O)c2ncn(CCCN(CCCn3cnc(C(=O)Nc4ccc(C)c(C)c4)n3)Cc3ccc4[nH]ccc4c3)n2)cc1C,-31,4,0.1,2,-7,0.2,-1,1
Nc1cc(N)nc(SCC(=O)Nc2cccc(S(=O)(=O)N3CCCCC3)c2)n1,-16,4,·,0,5,0.0,-8,3
OC[C@@H]1[C@@H](c2ccc(/C=C/c3ccccc3)cc2)[C@@H]2CN(Cc3ccncc3)CCCCN12,32,3,0.6,-4,9,0.0,-10,3
Cc1noc(C)c1NC(=O)Nc1ccc2c(c1)C(=O)N([C@H](C)CO)C[C@H](C)[C@@H](CN(C)S(=O)(=O)c1cccs1)O2,-4,-4,-6.2&0.2,-31&-3,0&-6,0.0&0.0,-3,-1
CC1=C(C(=O)OCc2ccccc2)C(c2cccc3ccccc23)NC(=O)N1CCCC(=O)O (stereo unspecified),-7,8,-0.1,-1,-4,0.0,6,2
O=C(Nc1ccccc1F)N[C@@H]1CC[C@H](CC(=O)N2CCCCC2)O[C@@H]1CO,1,-3,-0.3,3,-6,0.4,-8,7

Molecule,RAD52 inh,ERp5 inh,E-selectin induc,RAD54 inh,esBAF inh,XiGFP reactiv,S100A4 MyoIIA,ERAP1 inh
CN1C(=O)c2cc(NC(=O)c3cccs3)ccc2OC[C@H]2O[C@@H](CC(=O)NCC3CC3)CC[C@@H]21,·,·,0.0,-3,2,0.3,·,·
CC(C)NC(=O)N(C)C[C@@H]1Oc2ccc(NC(=O)Cc3ccccc3)cc2C(=O)N([C@H](C)CO)C[C@H]1C,-11,0,·,9,-7,-0.6,-2,-2
COC(=O)c1cc(Cl)c(NC(=O)/C=C/c2ccc(OC)cc2)cc1OC,0,6,-0.1,·,·,0.0,10,1
CSc1ccc(OCC(=O)Nc2ccc(N3CCOCC3)c(Cl)c2)cc1,-10,4,0.0,-2,·,0.1,-1,-4
Cc1c(C(=O)c2ccccc2C(=O)O)sc2ccccc12,-2,-8,1.6,-10,-3,0.1,1,-6
CCN(c1ccccc1)S(=O)(=O)c1cc(CN2C(=O)c3cccnc3C2=O)ccc1OC,-6,-2,-0.2,5,-6,0.1,1,4
CCC(=O)Nc1ccc2c(c1)nc(CCN1CCC(C)CC1)n2C,-7,0,0.3,-2,0,0.1,-5,-2
O=S(=O)(NCC[C@H]1CC[C@H](NS(=O)(=O)c2ccccc2Cl)[C@@H](CO)O1)c1ccc(Cl)cc1,0,3,-0.7,-4,5,0.5,8,1
Cc1ccccc1S(=O)Cc1ccc(C(=O)NC2CCN(Cc3ccccc3)CC2)o1 (stereo unspecified),-21,7,·,-8,-4,0.1,1,-2
C[C@H](CO)N1C[C@H](C)[C@H](CN(C)Cc2ccc(C(=O)Nc3ccccc3N)cc2)Oc2ccc(NC(=O)NC3CCCCC3)cc2CC1=O,-11,-5,·,·,·,1.6,-1,1
CCOC(=O)c1[nH]c2ccc(Br)cc2c1NC(=O)CCN1CCOCC1,-13,4,0.0,0,·,0.1,-3,34*
CCN1/C(=C/C(C)=C/c2sc3ccccc3[n+]2CC)Sc2ccccc21,-295&-199,1&11,155*,72*,-85,3.6&0.5,+,-3&6
CCCCn1nnnc1C(c1ccc(OC)cc1)N1CCN(C/C=C/c2ccccc2)CC1 (stereo unspecified),-23,1,1.3,-14,-3,·,1,-1
CCCCOc1ccc(C(=O)NCCN2CCC(n3c(=O)[nH]c4ccccc43)CC2)cc1,26,1,-0.1,·,·,-0.1,14,-3
Cc1noc(C)c1NC(=O)N(C)C[C@@H]1Oc2ccc(NC(=O)NC3CCCCC3)cc2CC(=O)N([C@@H](C)CO)C[C@@H]1C,2,5,-0.3,-9,1,0.0,0,0
